Screening data as filed in PubChem.
NPYLR7 ag = agonists of mosquito NPYLR7 receptor, primary screen, cell-based, Aedes aegypti, calcium fluorescence, mosquito biting behavior; Aedes aegypti neuropeptide Y-like receptor 7 (NPYLR7); HEK293T NPYLR7/Galpha15, GCaMP6s calcium fluorescence; activation, % at 10 µM; 270,000 compounds, 0.15% hits; in the data active = activation above about 40%;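 also: 0% = vehicle and 100% = reference agonist at the receptor; some compounds past the cut are filed as inactive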
hcGAS inh = Primary biochemical luminescence assay for human cyclic GMP-AMP synthase inhibitors; recombinant h-cGAS, ATP depletion, Kinase-Glo luminescence; AID 1259398, 2018; 290,000 compounds, 0.081% hits; inhibition, % at 12.5 µM; Q8N884;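 also: 0% = vehicle reaction and 100% = reaction without DNA for no activity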
Target sequence (Q8N884 whole entry, looked up): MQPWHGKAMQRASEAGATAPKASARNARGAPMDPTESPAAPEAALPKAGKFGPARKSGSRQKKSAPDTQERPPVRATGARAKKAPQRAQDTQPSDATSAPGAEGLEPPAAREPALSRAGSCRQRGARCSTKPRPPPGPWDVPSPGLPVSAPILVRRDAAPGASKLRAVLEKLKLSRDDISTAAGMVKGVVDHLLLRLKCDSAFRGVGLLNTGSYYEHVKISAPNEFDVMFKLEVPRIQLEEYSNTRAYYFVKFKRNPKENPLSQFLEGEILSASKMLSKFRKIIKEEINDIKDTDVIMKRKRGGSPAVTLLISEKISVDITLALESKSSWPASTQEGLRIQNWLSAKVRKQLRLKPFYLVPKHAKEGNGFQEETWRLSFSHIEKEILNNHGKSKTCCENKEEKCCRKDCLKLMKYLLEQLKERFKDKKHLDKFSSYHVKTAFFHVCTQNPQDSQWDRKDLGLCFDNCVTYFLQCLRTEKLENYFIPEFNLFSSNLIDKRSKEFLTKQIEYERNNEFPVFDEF
mcGAS inh = cyclic GMP-AMP synthase inhibitors, mouse, primary biochemical chemiluminescence; Q8C6L5; recombinant cGAS, Kinase-Glo ATP depletion luminescence; inhibition, % at 12.5 µM; 160,000 compounds, 0.15% hits; AID 1259399, 2018;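 also: 0% = negative control wells and 100% = reference inhibitor with no enzyme activity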
Active calls of the source: *; x = no result given; & = joins results of further samples. Rule as the data show it, unless noted: active = inhibition above about 40%; inactive = the rest.

Every second line gives: NPYLR7 ag, hcGAS inh, mcGAS inh
- Cc1cccc(COCC2CN(C(=O)COc3ccccc3C)CCO2)c1 (stereo not drawn)
    16, -7, x
- CC(=O)N(CN1C(=O)c2ccc(Br)cc2C1=O)c1ccccc1
    4, -2, x
- CC(=O)Nc1ccc(-c2nc3ccccc3o2)cc1C
    8, -4, -4
- COc1ccc(S(=O)(=O)Nc2ccc(Br)cc2)cc1N(C)S(C)(=O)=O
    -5, -2, x
- CC(C)(CNC(=O)Nc1nccs1)N1CCc2ccccc2C1
    -1, -4, x
- CCc1nc(C)c(C(=O)N(Cc2ccccn2)CC2CCCO2)o1 (stereo not drawn)
    0, -1, x
- Cc1ccc(C(=O)N2CCC(OC3CCN(C)CC3)CC2)s1
    x, -9, -4
- O=C(O)Cn1ccc2c(nnc3c(-c4ccccc4)cnn32)c1=O
    8, -8, x
- COCC1(C(=O)NC(C)Cc2ncccc2C)CCC1 (stereo not drawn)
    5, -5, -15
- COCOc1ccc(-c2cc(-c3cccc(OC(F)(F)F)c3)cnc2N)cc1
    -4, -4, -1
- COC(=O)c1ccc2c(c1)CC(CNC(=O)c1cc(F)cc(C(F)(F)F)c1)O2 (stereo not drawn)
    21, -3, x
- O=C(CSc1nc(=O)n(CCCN2CCOCC2)c2c1CCC2)Nc1ccccc1Cl
    0, -2, -10
- COC(=O)[C@@H]1C[C@H](NC(=O)c2cc(-c3ccccc3)nn2C)CN1C
    1, -5, x
- CC(=O)c1cccc(N2C(=O)C3C4C=CC(C)(O4)C3C2=O)c1 (stereo not drawn)
    10, -3, x
- Cc1cc(O)ccc1NC(=O)c1cc(Br)ccc1Br
    -15, 13, x
- OCC(O)Cn1c2ccccc2c2ccccc21 (stereo not drawn)
    0, -4, x
- CCN1CCN(c2oc(-c3ccc(COc4ccc(C)cc4)o3)nc2C#N)CC1
    0, -8, -8
- CC1CCC(NS(=O)(=O)c2ccc(Cl)s2)CC1 (stereo not drawn)
    2, 3, x
- CC(C)c1cc(CN2CCc3ccc(NC(=O)C4CCCO4)cc3C2)[nH]n1 (stereo not drawn)
    2, -3, x
- COc1cccc(-c2cc(C(=O)N3CCc4ccccc4C3)n(-c3cc(C)ccc3C)n2)c1
    -2, 14, 1
- COc1cccc(CN(Cc2cccn2Cc2ccccc2)C2CCCCC2)c1
    5, -2, -2
- O=C(Nc1cccnc1)C1CCCN(c2ncccc2C(F)(F)F)C1 (stereo not drawn)
    11, -7, -7
- COCCNC(=O)C1(c2ccnc(Nc3cccc(OC)c3)c2)CC1
    4, -5, -6
- CCOC(=O)N1CCN(C(=O)c2csc(CSc3nnc(-c4ccccc4Cl)n3-c3ccccc3OC)n2)CC1
    10, -3, -4
- Brc1ccccc1-c1nnc(CSc2nnnn2C2CC2)o1
    4, -10, x
- O=C(c1cc2ncccn2n1)N1CC[C@@H](c2ccc3ccccc3c2)[C@H](O)C1
    -4, 1, x
- CCCC1C=CCN1C(=O)c1cc(COc2ccc(C(C)=O)cc2)on1 (stereo not drawn)
    -2, -3, x
- COc1cc2c(cc1OC)C(c1cccc(C(F)(F)F)c1)N(C(=O)C(c1ccccc1)c1ccccc1)CC2 (stereo not drawn)
    25, -2, -2
- CCc1nnc(NC(=O)CN2CCN(c3ccccc3F)CC2)s1
    17, -11, x
- Cc1ccc(C)c(NC(=O)Cn2c(-c3nnc(C)o3)cc3ccccc32)c1
    4, -10, -7

Given bar-delimited: part of the list above.
Structure | NPYLR7 ag | hcGAS inh | mcGAS inh
Brc1ccccc1-c1nnc(CSc2nnnn2C2CC2)o1 | 4 | -10 | x
O=C(c1cc2ncccn2n1)N1CC[C@@H](c2ccc3ccccc3c2)[C@H](O)C1 | -4 | 1 | x
CCCC1C=CCN1C(=O)c1cc(COc2ccc(C(C)=O)cc2)on1 (stereo not drawn) | -2 | -3 | x

Continuation.
Every second line gives: NPYLR7 ag, hcGAS inh, mcGAS inh
- CC(=O)Oc1c(-c2ccc(NC(=O)C(C)C)cc2)c(-c2ccc3c(c2)OCO3)nn1-c1ccc(C)cc1
    5, -8, -3
- COc1cccc2cc(C(=O)NCc3ccccc3)c(=N)oc12
    -6, 2, -3
- C=Cc1cccc(-c2nccn2CCCO)c1
    4, -3, x
- COc1ccc(CN2CCCn3cccc3C2c2cccc([N+](=O)[O-])c2)cc1O (stereo not drawn)
    10, -7, -7
- CC(C)C[C@@H](N)C(=O)NCc1noc(-c2c(F)cccc2F)n1
    23, -6, x
- CC(C)CCn1c(=O)n(CCN2C[C@H]3CC[C@H]2C3)c2cc(C(=O)O)cnc21
    29, -9, x
- COc1ccc(CNC(=O)Nc2ncc([N+](=O)[O-])s2)cc1
    -8, -1, 0
- CCn1c(CC2CCN(C(=O)[C@H]3Cc4ccccc4CN3)CC2)nn(C)c1=O
    x, -1, -11
- COc1cc(OC)nc(C(NC(=O)C2CCN(CCc3c[nH]c4ccccc34)CC2)c2ccc(F)cc2)n1 (stereo not drawn)
    -5, -4, -3
- COc1ccc(CCN(Cc2ccc(C)o2)C(=O)CN(C(=O)c2cccs2)C2CCCCC2)cc1OC
    6, -1, -4
- CC(=O)Oc1ccc2c(c1OC(C)=O)OCC1(O)Cc3c(cc(OC(C)=O)c(OC(C)=O)c3OC(C)=O)C21 (stereo not drawn)
    17, -1, x
- CC(=O)OC[C@@H]1CN(Cc2ccccc2)C[C@H](n2cnc3c(N4CCOCC4)ncnc32)O1
    -13, -5, -7
- Cc1c(C(C)NC(=O)CCOc2ccccc2)cnn1-c1ccccn1 (stereo not drawn)
    9, -4, x
- CC1(C)O[C@@H]2C[C@@](OCc3ccccc3F)(C(=O)NCc3ccco3)CC(OCc3cccc(C(F)(F)F)c3)[C@@H]2O1 (stereo partly drawn)
    21, -6, -6
- O=C1CCC(C(=O)N2CCCC(Nc3ccc(F)cc3)C2)=NN1 (stereo not drawn)
    3, -6, x
- C=CCn1c2ccccc2c2nnc(SCc3ccc4nonc4c3)nc21
    0, -4, x
- CN(CCc1ccccc1)C1(C(=O)NCC2CCCOC2)Cc2ccccc2C1 (stereo not drawn)
    5, -5, x
- COCCCN(CC(=O)N1CCc2sccc2C1c1ccc(Cl)cc1Cl)C(=O)c1ccc(Br)cc1 (stereo not drawn)
    -1, 17, 0
- O=C(CNCc1ccc(F)cc1)N1CC(=O)N(c2ccc(Cl)cc2)C1
    -3, -4, -3
- O=C1C2C3C=CC(C3)C2C(=O)N1C1CCCCC1 (stereo not drawn)
    7, -1, -3
- CCCCCCc1ccc(C(=O)Nc2ccc(N3CCN(c4ccccc4OC)CC3)c(C(=O)N3CCCCC3)c2)cc1
    13, -5, -5
- O=C(CCC1CCCN(Cc2cnc[nH]2)C1)N1CCN(Cc2ccccc2)CC1 (stereo not drawn)
    0, -8, x
- CC(CCc1ccco1)NC(=O)c1nn(C)c(=O)c2ccccc12 (stereo not drawn)
    -1, -4, x
- O=C1CC(c2ccccc2)CC(O)=C1S(=O)c1ccc(Cl)cc1 (stereo not drawn)
    6, -2, x
- Cn1cnc(=N)c2[nH]cnc21
    1, 0, -3
- COc1ccc(S(=O)(=O)Oc2ccc(CN(CCN(C)C)C(=O)c3ccccc3F)cc2)cc1
    31, -12, -5
- O=C1OCCCN1CCNc1ccc(-c2nc(-c3ccccc3F)no2)cn1
    12, -8, x
- O=S(=O)(Nc1ccc(O)cc1)c1cc(Br)ccc1Br
    -9, -2, x
- Cc1cc(=O)[nH]c(-n2nc(C)cc2NC(=O)c2ccccc2C)n1
    13, -4, -8
- COc1ccc(OCCN2CCN(C(=N)N)CC2)cc1
    10, -4, x

Record cards, as listed above:
COc1ccc(S(=O)(=O)Oc2ccc(CN(CCN(C)C)C(=O)c3ccccc3F)cc2)cc1 reads NPYLR7 ag: 31; hcGAS inh: -12; mcGAS inh: -5
Cn1cnc(=N)c2[nH]cnc21 reads NPYLR7 ag: 1; hcGAS inh: 0; mcGAS inh: -3
O=C1CC(c2ccccc2)CC(O)=C1S(=O)c1ccc(Cl)cc1 (stereo not drawn) reads NPYLR7 ag: 6; hcGAS inh: -2; mcGAS inh: x

Next part.
Every second line gives: NPYLR7 ag, hcGAS inh, mcGAS inh
- Cc1cccc(C(C(=O)N(C)Cc2nncn2C(C)C)N(C)C)c1 (stereo not drawn)
    1, -6, -5
- COc1cc(OC)c(C(=O)CCCN2CCCC2)c(OC)c1
    -3&-4&-7, -2&-6&-2, x
- Cc1c(C(=O)N2CC(c3ccncc3)C2)sc2ccccc12
    -1, 0, -15
- O=C(CCC1CCCC1)Nc1c(-c2ccccc2)nc2ccccn12
    3, -2, -4
- O=C(CCc1ccc2c(c1)OCO2)N1CCC(n2c(=O)[nH]c3ccccc32)CC1
    -9, -5, -3
- CN(C)Cc1nnc(C(=O)N2C[C@H]3CC=CC[C@H]3C2)o1
    5, 3, x
- O=C(O)c1c(S(=O)(=O)N2CCCOCC2)sc2c1CCNC2
    5, -2, x
- O=C(NCCc1nnc2c(C(F)(F)F)cccn12)c1cc2ccccc2[nH]1
    16, -3, x
- CCNc1nc(C)c(C(=O)NCc2c(C)noc2C)s1
    1, -7, -7
- O=C(CSc1nc2sc3c(c2c(=O)n1C1CCCC1)CCCC3)NC1CC1
    -1, -2, -3
- Cc1ccccc1-c1nc(Cn2cc(CO)c(-c3cccs3)n2)c(C)o1
    0, -4, x
- O=C(Nc1ccc(F)cc1F)c1cnn2c(C(F)(F)F)cc(-c3cccs3)nc12
    -5, -3, -6
- Cc1ccccc1-c1ncc(CNC2C=CS(=O)(=O)C2)s1 (stereo not drawn)
    23, -10&-5, x
- COCCN(CC(=O)Nc1nc(CC(=O)NCc2ccc3c(c2)OCO3)cs1)C(=O)c1ccc(Cl)c(Cl)c1
    10, 1, -2
- Cc1c(C)n2c3c(=O)n(C)c(=O)n(C)c3nc2n1-c1ccccc1OCC(=O)C(C)(C)C
    0, -4, -8
- CC(CC1=CCN(CCO)CC1)NC(=O)c1cc(F)ccc1F (stereo not drawn)
    7, -7, x
- COC(=O)c1sc(N)c(C(=O)OC)c1COC(=O)C12CC3CC(CC(O)(C3)C1)C2
    18, -3, -6
- CC(C)(C)c1cc(NCc2ccc(F)c(F)c2)n(C(C)(C)C)n1
    1, -3, -7
- CC1CCC(C)N1C(=O)c1cnn2c(-c3ccccc3)ccnc12 (stereo not drawn)
    9, -5, x
- CCc1nc2ccc(C(=O)N(C)CCN(C)C)cn2c1N(CC)C(=O)NCCc1ccccc1
    -19, 8, 5
- O=C(c1cccnc1Cl)N1CCN(Cc2ccc(-c3noc(C4CCCC4)n3)cc2)CC1
    5, -4, -7
- COc1ccc(-c2cc(Nc3ccc(NS(=O)(=O)c4ccc(C)cc4)cc3)ncn2)cc1OC
    0, -8, x
- Cc1ccc(NC(=O)N2CCC(Cc3ccc(C(F)(F)F)cc3)CC2)cc1
    4, -3, -4
- COc1cccc(C2=NC(=Cc3ccc(F)c(F)c3)C(=O)O2)c1
    2, -7, -4
- COCc1nc(-c2ccc(CN3CCN(C(=O)C(C)Oc4ccccc4)CC3)cc2)no1 (stereo not drawn)
    4, -1, 0
- Cc1cc(C)cc(NC(=O)Cn2ccn(Cc3ccc(Cl)cc3)c(=O)c2=O)c1
    9, -6, -17
- Cc1nc2c(cnn2C(C)C)cc1C(=O)NCCc1cccc(F)c1
    9, -14, x
- C[N+]1(C)[C@@H]2CC(OC(=O)C(O)(c3cccs3)c3cccs3)C[C@H]1[C@@H]1O[C@@H]12 (stereo partly drawn)
    -8, -6, -9
- CN(C)S(=O)(=O)c1cccc(S(=O)(=O)c2cccc(S(=O)(=O)N(C)C)c2)c1
    5, -5, x
- CCc1ccc(CN(C)C(=O)c2ccc(C(C)=O)s2)nc1
    6, -6, x
- CC1CCCCN1Cc1nc2c(c(=O)n(C)c(=O)n2C)n1Cc1ccc(Br)cc1 (stereo not drawn)
    10, -7, -11
- COc1cc(CN2C(=O)C(C)ON=C2Cc2ccccc2)cc(OC)c1 (stereo not drawn)
    0, 1, x
- CCOc1ccc(-c2cc3c(=O)n(CC(=O)Nc4ccc(OC)cc4OC)ncn3n2)cc1
    -11, -6, -12
- Cc1cccc(Nc2ncccc2C(=O)N[C@@H]2C[C@H]3CC[C@@H]2C3)c1C
    1, -5, -4
- CCNC(=O)OC1CN(C(=O)C(N)=O)CCC(=O)N(C)c2ccccc21 (stereo not drawn)
    4, 1, -8
- Cc1cccnc1CN1CCN(Cc2ccnc3ccccc23)CC1
    6, -5, x
- COc1ccc(C)cc1NC(=O)CNC(=O)c1coc2c1C(=O)CCC2
    x, -6, -12
- C[C@H](O)Cn1cnc(-c2ccccc2)c1-c1ccc(Cn2cccn2)cc1
    1, -3, -14
- Cc1nc2n(n1)C(=O)C(C(c1ccc(Cl)c(Cl)c1)N1CCC(C(N)=O)CC1)S2 (stereo not drawn)
    -6, -3, -6
- COc1ccc(OC)c(C2CCCN2S(=O)(=O)c2cc(Cl)ccc2Cl)c1 (stereo not drawn)
    2, 1, x
- CCOC(=O)c1c(NC(C)=O)sc2c1CCC(I)C2=O (stereo not drawn)
    0, 5, x
- O=C(CCC(=O)c1ccc(Cl)cc1)NCCc1ccc2c(c1)OCO2
    5, -8, x
- CSc1nc(N)nc(SCC(N)=O)c1C#N
    -6, 5, 24
- CC(C)c1ccc(S(=O)(=O)N2CCN(C(=O)C3COc4ccccc4C3)CC2)cc1 (stereo not drawn)
    3, 3, x
- CSCc1nnc(SCC(=O)NC(=O)c2ccco2)o1
    16, 2, x
